UPR CHOP act = apoptotic UPR (CHOP) activation | AID 449763 | activation, % at 10 µM | CHO-CHOP luciferase reporter, luminescence; percent of tunicamycin response over DMSO baseline | 330,000 compounds, 0.34% hits;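 active means at 10 µM dose, activation of 40% or more, normalized to positive control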;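 further: 100% = tunicamycin at 10 µg/mL and 0% = DMSO alone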
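Dosing – one dose, 10 µM in 0.5% DMSO · System – CHO-CHOP cells, stable luciferase reporter of PERK-eIF2a-CHOP signalling · Input – 500 cells/well · Control set – tunicamycin 10 µg/mL final as positive, DMSO-only wells as negative · Timing – 6 h compound treatment, 37 °C · Measure – % activation vs tunicamycin · Technique – luminescence read with Steady-Glo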
APJ antagonist = antagonists of human APJ apelin receptor; P35414; CHO-K1 APJ beta-arrestin complementation, luminescence; inhibition, % at 20 µM; 330,000 compounds, 0.32% hits; AID 2521;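 active means inhibition above about 40% at 20 µM, limit read from the data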;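 further: cells challenged with 10 nM apelin-13 agonist together with compound; plate controls were apelin-13 plus DMSO wells for no effect and DMSO wells lacking apelin-13 for full effect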
Target sequence (P35414 whole entry, looked up): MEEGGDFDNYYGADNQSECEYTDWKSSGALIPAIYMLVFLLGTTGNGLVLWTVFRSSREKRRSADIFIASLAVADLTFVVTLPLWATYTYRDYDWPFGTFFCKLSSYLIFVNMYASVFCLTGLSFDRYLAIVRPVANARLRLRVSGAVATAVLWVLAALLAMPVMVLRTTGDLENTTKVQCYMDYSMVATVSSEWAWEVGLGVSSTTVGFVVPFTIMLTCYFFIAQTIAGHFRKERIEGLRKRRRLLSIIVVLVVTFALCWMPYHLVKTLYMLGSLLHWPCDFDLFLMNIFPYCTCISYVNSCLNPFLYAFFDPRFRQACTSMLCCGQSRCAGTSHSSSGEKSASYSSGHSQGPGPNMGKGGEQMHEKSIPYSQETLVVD
tim23-1 inh = growth inhibitors of tim23-1 mutant yeast; S. cerevisiae tim23-1 growth, BacTiter-Glo luminescence, 24 h; inhibition, % at 20 µM; 330,000 compounds, 1.3% hits; AID 463212;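 active means growth inhibition of the mutant yeast at or above 50%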;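 further: temperature-sensitive mutant grown at 25 °C; plate controls were DMSO-treated mutant yeast for no effect and medium wells lacking yeast for full effect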
APJ ag = activates the human apelin receptor APJ. P35414. CHO-K1 APJ PathHunter beta-arrestin, luminescence; 0% DMSO wells, 100% apelin. activation, % at 20 µM. 330,000 compounds, 0.11% hits. AID 2520;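 active means activation more than six SD over the plate average, tested at 20 µM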;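 further: 0% = DMSO alone and 100% = apelin-13 at 10 nM; some results filed as inactive read as strong as hits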
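Test system – PathHunter CHO-K1 APJ (AGTRL-1) beta-arrestin reporter cells · Input – 1000 cells/well · Compound – single test compound dose, 20 µM final, 1% DMSO · Times – compound stimulation 90 min at 25 °C, detection 60 min · Technique – beta-gal luminescence · Read-out basis – APJ–arrestin association signal · Control set – negative DMSO alone, positive Apelin-13 at 10 nM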
UPR XBP1 act = activators of adaptive arm of unfolded protein response (XBP1); CHO-XBP1 luciferase reporter, IRE1-XBP1 UPR activation, luminescence; percent of tunicamycin response, DMSO as zero; activation, % at 20 µM; 330,000 compounds, 0.33% hits; AID 463104;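 active means versus positive control, 20 µM dose yields 30% or more activation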;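 further: 100% = tunicamycin at 10 µg/mL and 0% = DMSO only wells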
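Material: IRE1-XBP1 luciferase reporter CHO line / Quantity: one thousand reporter cells per well / Buffer or medium: F12 with 10% serum / Compound: 20 µM single concentration, DMSO 1% / Times: 6 h treatment, 37 °C / Detection: Steady-Glo luciferase glow luminescence, 10 min after reagent addition / Benchmarks: tunicamycin high, DMSO low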
Mdm2 MdmX PPI = disrupts the human Mdm2-MdmX interaction | SaOS-2 split-luciferase Mdm2/MdmX complementation, luminescence | inhibition, % at 8 µM | 330,000 compounds, 3% hits;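 active means inhibition of at least 50% at 8 µM in the primary screen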
CXCR6 block = inhibitors of human CXCR6 receptor | O00574 | CHO-K1 PathHunter CXCR6 beta-arrestin, luminescence | inhibition, % at 20 µM | 360,000 compounds, 0.36% hits | AID 602244; in the data active means inhibition above about 34%, passing the limit was not always enough;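 further: antagonist mode with CXCL16 agonist at 10 nM final; 0% = 10 nM CXCL16 with DMSO and 100% = unstimulated wells without agonist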
CCR6 antag = antagonists of human CCR6 receptor. P51684. CHO-K1 CCR6 PathHunter beta-arrestin, luminescence, CCL20-stimulated. inhibition, % at 20 µM. 340,000 compounds, 0.49% hits. AID 493098;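 active means compounds whose inhibition of the agonist-driven luminescence signal at 20 µM reaches about 50%, limit read from the data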;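 further: cells stimulated with CCL20 at 14 nM final; plate controls were DMSO with CCL20 for no effect and DMSO without agonist for full effect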
EBI2 block = antagonists of human EBI2 receptor | P32249 | EBI2 beta-arrestin recruitment, luminescence, 7a,25-OHC stimulated | inhibition, % at 5 µM | 360,000 compounds, 0.81% hits; in the data active means inhibition above about 38%;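 further: enzyme fragment complementation signal reports receptor beta-arrestin coupling in cells; 0% = agonist plus DMSO wells and 100% = wells without agonist; some results beyond the cut were filed as inactive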
Target sequence (P32249 whole entry, looked up, the tested form may be a part): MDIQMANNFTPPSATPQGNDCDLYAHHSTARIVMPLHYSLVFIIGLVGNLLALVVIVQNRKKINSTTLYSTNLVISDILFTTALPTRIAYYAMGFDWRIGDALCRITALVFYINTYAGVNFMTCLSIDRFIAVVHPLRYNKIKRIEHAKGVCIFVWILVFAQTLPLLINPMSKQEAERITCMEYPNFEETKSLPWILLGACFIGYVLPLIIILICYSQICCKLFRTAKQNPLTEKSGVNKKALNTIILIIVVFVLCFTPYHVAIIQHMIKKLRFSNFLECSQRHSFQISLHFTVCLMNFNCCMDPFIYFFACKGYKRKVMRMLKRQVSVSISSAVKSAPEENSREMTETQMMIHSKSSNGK
Active calls of the source: *; · = no result given. A portion of the library; count on the stated rates, not on these rows.

Results follow in this order: UPR CHOP act | APJ antagonist | tim23-1 inh | APJ ag | UPR XBP1 act | Mdm2 MdmX PPI | CXCR6 block | CCR6 antag | EBI2 block
- CC(=O)O[C@@H]1[C@@]2(C)O[C@H]2CC[C@]23O[C@H]2[C@H](OC3=O)C2=C(C)C(=O)O[C@@]21O
    -1.2 | -12.0 | -0.8 | 2.0 | 0.1 | 10.3 | -2.7 | 3.4 | -2.4
- CNC(=O)CSc1nccn1Cc1ccc(Cl)cc1
    -1.9 | 10.5 | -6.0 | -1.5 | -0.3 | -9.7 | -1.2 | 0.0 | 1.4
- Cc1ccc(C(=O)OCC(=O)Nc2ccc(Cl)cn2)s1
    -0.3 | 16.3 | 9.3 | -4.0 | -0.7 | 2.1 | -3.1 | 2.1 | -8.6
- Cc1cc(CC(C)C)n(-c2nc3ccccc3c(=O)n2OCC(=O)N(C)C)n1
    10.1 | 23.2 | 18.0 | -1.2 | -0.2 | 28.8 | 0.5 | -5.3 | -5.9
- O=C(Nc1cccc(S(=O)(=O)N2CCOCC2)c1)c1ccc(N2CCCC2=O)cc1
    -0.8 | 2.5 | -7.7 | -1.2 | -0.8 | 27.2 | -2.6 | 3.6 | -7.3
- Cc1nn(C)cc1CN1CCC(n2nccc2NC(=O)CCCc2ccccc2)CC1
    0.8 | -32.1 | -7.9 | 3.5 | -1.1 | -11.7 | -9.4 | 11.5 | -3.4
- CCOC(=O)c1cnc2ccc(Br)cc2c1NCCCN1CCOCC1
    2.3 | 4.6 | -0.7 | -2.5 | -1.1 | -4.8 | 0.0 | 14.4 | 11.6
- O=C(N/C(=C\c1ccc([N+](=O)[O-])cc1)C(=O)N1CCOCC1)c1ccccc1
    -0.9 | 17.8 | 6.1 | -3.6 | 0.2 | 24.0 | -10.1 | 5.3 | -4.9
- Cc1cccc(C(=O)NNC(=O)c2ccccc2O)c1
    1.9 | 4.4 | 0.9 | -2.8 | -2.1 | 7.2 | -7.8 | 21.2 | 9.1
- CCOc1cc(C=O)ccc1OS(=O)(=O)c1ccc(NC(C)=O)cc1
    -0.3 | 2.2 | 16.2 | 1.7 | 1.4 | -10.6 | 2.6 | 0.1 | -4.1
- O=C(NC(=S)NC1C2CC3CC(C2)CC1C3)c1ccccc1 (configuration not stated)
    1.5 | 13.3 | 53.9* | -2.7 | -0.9 | 39.0 | 9.4 | 31.6 | 26.4
- COc1ccc(/C=C/CN2CCC(n3nccc3NC(=O)C3CCCC3)CC2)cc1
    3.2 | -42.7 | -3.9 | -8.3 | -0.5 | 26.8 | -3.8 | 11.8 | -0.4
- CCOC(=O)c1c(C)[nH]c(C(=O)N/N=C/c2ccc(Br)cc2)c1C
    -0.5 | 6.4 | 39.2 | -1.7 | 8.7 | 45.9 | -9.0 | -16.6 | 6.3
- O=C(N/N=C\c1ccc(OC(=O)c2ccco2)cc1)c1ccc(Cl)cc1
    1.9 | -4.2 | -6.0 | -1.5 | -1.3 | 2.2 | -14.9 | 1.3 | 4.2
- COc1ccc(Cl)cc1S(=O)(=O)Oc1ccc(NC(C)=O)cc1
    -4.0 | -6.5 | 26.1 | -3.9 | 2.5 | -24.3 | 2.4 | 20.7 | -6.3
- Cc1ccc(/C=C2\SC(N3CCCC3)=NC2=O)cc1
    9.1 | 3.9 | 24.0 | -1.2 | 5.3 | -2.5 | · | · | ·
- Cc1cccnc1NC(=S)NCc1ccco1
    -0.2 | -9.9 | 10.8 | -6.0 | -0.5 | 8.3 | -2.0 | 13.5 | -0.4
- COCC(C)n1c(C)cc(C(=O)COC(=O)c2cnc(Cl)c(Cl)c2)c1C (configuration not stated)
    2.9 | -12.1 | 31.6 | 0.1 | -1.1 | 17.8 | -12.8 | -4.0 | 5.4
- N#CCCN1CCN(S(=O)(=O)c2ccc(S(=O)(=O)NC3CCCCC3)cc2)CC1
    -1.3 | -62.3 | 12.1 | -4.1 | -0.5 | -10.3 | -1.7 | -13.6 | -4.7
- Cc1ccc(N(C(=O)CNC(=O)c2ccco2)C(C(=O)NC2CCCCC2)c2ccncc2)cc1F (configuration not stated)
    -0.7 | 16.9 | -0.1 | -2.6 | -4.0 | 4.8 | 3.1 | 16.7 | 9.7
- C#CCN1C(=O)S/C(=C/c2cc(C)n(CC)c2C)C1=O
    4.1 | 2.7 | -5.5 | -4.0 | 2.8 | -227.0 | 0.3 | 13.8 | 10.9
- Cc1cccc(N(CC(=O)NC2CCCCC2)C(=O)Cn2nnc(-c3ccc(C)o3)n2)c1
    -1.9 | 22.4 | 7.9 | -1.2 | -2.1 | 13.5 | -4.8 | 15.9 | 5.3
- Cc1nc2ccc(Br)cn2c1C(=O)N/N=C\c1ccccc1Cl
    1.9 | 2.7 | 13.0 | 0.1 | 8.1 | 25.9 | -2.3 | 0.9 | 7.9
- Cc1ccc(OCCSc2nnc(-c3cccs3)n2C)cc1
    -1.3 | 20.8 | 10.7 | -3.8 | 0.7 | 9.7 | 4.5 | 11.2 | -1.7
- COc1ccccc1NC(=O)COC(=O)c1cc([N+](=O)[O-])ccc1N1CCCC1
    -0.3 | 16.6 | 28.1 | -4.4 | 4.9 | -8.3 | 7.6 | 22.3 | 9.4
- CCOc1ccc(Cl)cc1CNc1nnnn1C
    -0.3 | -6.9 | 0.7 | -1.9 | -0.8 | 5.1 | -0.9 | 0.3 | 7.0
- COc1ccc(Cn2cccc(NC(=O)Nc3cccc(OC)c3)c2=O)cc1
    2.7 | 12.7 | 30.1 | 0.0 | -0.5 | 1.3 | -3.7 | 7.8 | -0.7
- N#C/C(=C\c1ccc(N2CCOCC2)o1)c1nc2ccccc2[nH]1
    -1.0 | -18.6 | 53.9* | -0.1 | -3.5 | -104.9 | -1.6 | 32.7 | 5.0
- O=C(CN1CCN(c2ccc(O)cc2)CC1)Nc1cc(S(=O)(=O)N2CCCC2)ccc1Cl
    -2.5 | -52.1 | 10.7 | -0.2 | -5.9 | 3.6 | -12.1 | 7.0 | -12.2
- CN1/C(=C/C(=O)c2nc(S(C)(=O)=O)ncc2Cl)C(C)(C)c2ccccc21
    -1.4 | 23.9 | 48.8 | -2.8 | -10.1 | 100.3* | 35.1 | 37.0 | 57.7*
- COC(=O)C(NC(=O)c1ccc(F)cc1)(Nc1ncc(S(=O)(=O)c2ccc([N+](=O)[O-])cc2)s1)C(F)(F)F (configuration not stated)
    9.2 | -31.9 | 8.0 | 3.5 | -2.0 | 33.8 | 9.1 | 24.6 | 2.2
- Cc1nc(SCC(=O)NCc2ccco2)c2c(=O)n(C)c(=O)n(CC(C)C)c2n1
    -1.1 | -2.5 | 5.0 | 1.8 | -4.7 | 20.8 | -4.7 | · | -4.2
- CC(Sc1nc(NC(C)(C)C)nc(N(C)C)n1)C(=O)Nc1ccccc1 (configuration not stated)
    0.2 | -5.5 | 6.8 | 0.7 | -2.3 | 0.3 | -1.0 | 6.3 | -1.7
- COC(=O)c1ccc(NC(=O)CSc2nnc(COc3c(C)cccc3C)o2)cc1
    -0.8 | 6.5 | -13.7 | -2.2 | -0.9 | 11.7 | 3.0 | -9.2 | -3.5
- Cc1cc(C)cc(N(C(C)C(=O)Nc2c(C)n(C)n(-c3ccccc3)c2=O)S(C)(=O)=O)c1 (configuration not stated)
    -0.8 | 8.5 | -12.7 | 2.3 | -0.3 | 28.6 | -6.6 | 1.8 | 4.3
- O=C(N/N=C/c1ccc(O)cc1)c1cc(-c2ccc3c(c2)OCO3)n[nH]1
    2.3 | -6.5 | 5.6 | 3.9 | 2.4 | 23.1 | 6.1 | -17.4 | -6.3
- O=C(O)CC(CC(=O)O)(C(=O)O)c1ccccc1
    -1.1 | 7.9 | 7.6 | -4.7 | 2.2 | -6.8 | 2.6 | 10.1 | 1.2
- Cc1coc2c(C)c3oc(=O)c(CCC(=O)N4CCC(C(=O)NCCCC(=O)O)(c5ccccc5)CC4)c(C)c3cc12
    -0.2 | -11.9 | 13.4 | -3.4 | -3.4 | -3.0 | 4.6 | -6.6 | -0.9
- CCCCC(=O)Nc1ccc(NC(=O)C(C)C)cn1
    -0.6 | -19.2 | 16.0 | 7.1 | -1.5 | -22.7 | -1.2 | -4.2 | -4.0
- O=C(CC1Sc2ncnn2C1=O)Nc1ccc(Br)cc1 (configuration not stated)
    1.6 | -59.1 | 30.4 | -3.0 | 1.0 | 0.7 | -17.7 | 7.1 | -5.9
- COc1ccc(C(CNc2ccc(S(C)(=O)=O)cc2[N+](=O)[O-])N(C)C)cc1OC (configuration not stated)
    2.7 | 11.2 | -1.9 | -2.3 | -0.4 | 13.2 | 7.3 | 3.0 | 1.5
- O=c1[nH]cc(N=Cc2cc(Cl)cc(Cl)c2O)c(=O)[nH]1
    0.8 | -24.0 | 34.4 | 3.1 | -2.5 | 15.3 | 1.9 | 15.1 | 6.9
- Cc1cc(C)cc(NC(=S)N2CCC(c3nc4ccccc4s3)CC2)c1
    0.6 | 3.6 | 17.0 | -6.3 | -2.6 | 24.3 | -1.1 | 23.1 | -4.4

Entries shown so far containing an aryl methoxy group:
Results follow in this order: UPR CHOP act | APJ antagonist | tim23-1 inh | APJ ag | UPR XBP1 act | Mdm2 MdmX PPI | CXCR6 block | CCR6 antag | EBI2 block
- COc1ccc(/C=C/CN2CCC(n3nccc3NC(=O)C3CCCC3)CC2)cc1
    3.2 | -42.7 | -3.9 | -8.3 | -0.5 | 26.8 | -3.8 | 11.8 | -0.4
- COc1ccc(Cl)cc1S(=O)(=O)Oc1ccc(NC(C)=O)cc1
    -4.0 | -6.5 | 26.1 | -3.9 | 2.5 | -24.3 | 2.4 | 20.7 | -6.3
- COc1ccccc1NC(=O)COC(=O)c1cc([N+](=O)[O-])ccc1N1CCCC1
    -0.3 | 16.6 | 28.1 | -4.4 | 4.9 | -8.3 | 7.6 | 22.3 | 9.4
- COc1ccc(Cn2cccc(NC(=O)Nc3cccc(OC)c3)c2=O)cc1
    2.7 | 12.7 | 30.1 | 0.0 | -0.5 | 1.3 | -3.7 | 7.8 | -0.7
- COc1ccc(C(CNc2ccc(S(C)(=O)=O)cc2[N+](=O)[O-])N(C)C)cc1OC (configuration not stated)
    2.7 | 11.2 | -1.9 | -2.3 | -0.4 | 13.2 | 7.3 | 3.0 | 1.5

High-throughput results as filed in PubChem.
